APJ ag: agonists of human apelin receptor APJ, primary screen, CHO-K1 cells, PathHunter beta-arrestin, luminescence; 0% DMSO wells, 100% apelin; P35414; activation, % at 20 µM; actives 0.11% (n = 330,000); AID 2520, 2010;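 active = activation more than six SD over the plate average, tested at 20 µM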;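 note: 0% = DMSO alone and 100% = apelin-13 at 10 nM; some results filed as inactive read as strong as hits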
Target sequence (P35414 whole entry, looked up): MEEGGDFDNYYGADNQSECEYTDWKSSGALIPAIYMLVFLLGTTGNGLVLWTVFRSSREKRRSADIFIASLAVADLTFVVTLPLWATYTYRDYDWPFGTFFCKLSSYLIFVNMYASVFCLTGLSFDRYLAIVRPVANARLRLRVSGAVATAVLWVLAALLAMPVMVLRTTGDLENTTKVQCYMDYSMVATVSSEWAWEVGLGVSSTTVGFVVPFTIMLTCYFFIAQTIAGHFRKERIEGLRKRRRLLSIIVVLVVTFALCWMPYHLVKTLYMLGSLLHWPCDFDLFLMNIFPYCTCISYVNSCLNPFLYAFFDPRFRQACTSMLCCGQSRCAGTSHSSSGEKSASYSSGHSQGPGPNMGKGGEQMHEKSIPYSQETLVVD
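Assay system: CHO-K1 cells stably expressing ProLink-tagged human APJ and arrestin–beta-gal acceptor. Compound dosing: 20 µM single point, 1% DMSO. Times: 16-18 h seeding, 90 min dark compound exposure, 60 min detection. Detection: beta-gal luminescence. Evaluation: APJ–arrestin association signal. Controls: negative DMSO alone, positive Apelin-13 at 10 nM.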
tim23-1 inh: growth inhibitors of tim23-1 mutant yeast, primary screen, luminescence, uHTS; S. cerevisiae tim23-1 growth, BacTiter-Glo luminescence, 24 h; inhibition, % at 20 µM; actives 1.3% (n = 330,000); AID 463212, 2010;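 active = growth inhibition of the mutant yeast at or above 50%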;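 note: temperature-sensitive mutant grown at 25 °C; plate controls were DMSO-treated mutant yeast for no effect and medium wells lacking yeast for full effect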
UPR XBP1 act: activators of adaptive XBP1 UPR arm, primary screen, cell-based, CHO-XBP1 luciferase reporter, luminescence, uHTS; actives 0.33% (n = 330,000); IRE1-XBP1 UPR activation; percent of tunicamycin response, DMSO as zero; activation, % at 20 µM; AID 463104, 2010;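 active = versus positive control, 20 µM dose yields 30% or more activation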;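 note: 100% = tunicamycin at 10 µg/mL and 0% = DMSO only wells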
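Material: CHO-XBP1 cells stably carrying IRE1-XBP1-driven luciferase reporter / Amount: 1000 cells per well / Compound: 20 µM, 1% DMSO / Times: 6 h treatment, 37 °C / Detection: luciferase luminescence / Measure: % activation of reporter signal versus tunicamycin and DMSO controls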
Jurkat NFkB inh: inhibitors of induced NF-kB luciferase reporter, primary screen, TCR NF-kB activation inhibitor project, cell-based, luminescence, uHTS | Jurkat, PMA/ionomycin-induced NF-kB luciferase reporter | inhibition, % at 4 µM | actives 0.53% (n = 330,000) | AID 435003, 2010; in the data active = inhibition above about 50%
697 NFkB inh: inhibitors of PMA/ionomycin-induced NF-kB reporter, 697 cells, primary screen, B-cell NF-kB inhibitor project, cell-based, luminescence, uHTS. 697 B-cell NF-kB luciferase reporter, 16 h. inhibition, % at 4 µM. actives 0.33% (n = 330,000). AID 435022, 2010; in the data active = inhibition above about 35%
Mdm2 MdmX PPI: inhibitors of human Mdm2-MdmX association, primary screen, cell-based, luminescence, split luciferase, SaOS-2, uHTS | inhibition, % at 8 µM | actives 3% (n = 330,000) | Protein Mdm4 (Homo sapiens) + E3 ubiquitin-protein ligase Mdm2 (Homo sapiens), … | SaOS-2 split-luciferase Mdm2/MdmX complementation;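 active = inhibition of at least 50% at 8 µM in the primary screen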
APJ antag: antagonists of human apelin receptor APJ, primary screen, CHO-K1 cells, beta-arrestin complementation, luminescence; inhibition, % at 20 µM; P35414; actives 0.32% (n = 330,000);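 active = inhibition above about 40% at 20 µM, limit read from the data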;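 note: cells challenged with 10 nM apelin-13 agonist together with compound; plate controls were apelin-13 plus DMSO wells for no effect and DMSO wells lacking apelin-13 for full effect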
UPR CHOP act: activators of apoptotic CHOP UPR arm, primary screen, cell-based, CHO-CHOP luciferase reporter, luminescence, uHTS | activation, % at 10 µM | actives 0.34% (n = 330,000) | UPR activation; percent of tunicamycin response over DMSO baseline;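 active = at 10 µM dose, activation of 40% or more, normalized to positive control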;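 note: 100% = tunicamycin at 10 µg/mL and 0% = DMSO alone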
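Test system: CHO CHOP reporter cells. Input: 500 CHO-CHOP cells per well. Medium: F12 with 10% FBS. Technique: luciferase luminescence. Measure: percent activation relative to tunicamycin control. Dosing: 10 µM compound, 0.5% DMSO. Timing: 16-18 h cell attachment, then 6 h compound exposure, 37 °C.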
The depositor's hits bear a star. This is a random part of the collection. About 5% of those tested had a hit in this group.

SMILES	APJ ag	tim23-1 inh	UPR XBP1 act	Jurkat NFkB inh	697 NFkB inh	Mdm2 MdmX PPI	APJ antag	UPR CHOP act
COc1ccc(S(=O)(=O)N2CCn3c2nc2ccccc23)cc1	0	1	-2	6	8	7	14	-1.0
Cc1ccc2c(c1)N(CC(=O)NCCCN1CCCCC1)C(=O)c1cccnc1O2	-5	4	6	-8	-19	-5	-48	7.2
c1ccc(CCN2CN=C(Nc3nc4ccccc4s3)NC2)cc1	0	16	0	-5	-20	10	-5	1.7
COc1cccc(C(=O)NCCS(=O)(=O)N2CCOCC2)c1	3	4	-4	-5	-7	8	-1	-2.7
C/C(Cn1nc([N+](=O)[O-])cc1C)=N\NC(=O)COc1c(Cl)cc(Cl)cc1Cl	-2	21	-2	-7	7	4	-1	4.0
COCC(C)NC(=O)COc1nncc2ccccc12 (stereo not given)	-5	5	-2	1	8	-19	0	0.3
COc1ccc(NS(=O)(=O)c2cccc(C(=O)NNC(=O)c3ccc(O)c(Cl)c3)c2)cc1	-2	3	-1	0	4	10	-16	-2.2
Cn1c(CCNC(=O)c2ccco2)nc2ccccc21	6	7	-1	6	7	6	23	4.1
CC1CCCC(NC(=O)COC(=O)/C=C/c2ccc([N+](=O)[O-])cc2)C1C (stereo not given)	-2	25	0	-5	-18	-10	-4	-1.3
O=C(c1ccsc1)N1CCCC(N2CCN(c3cccc(Cl)c3)CC2)C1 (stereo not given)	-3	9	-2	9	3	-1	13	-0.9

5 records picked at random from the list so far:
SMILES	APJ ag	tim23-1 inh	UPR XBP1 act	Jurkat NFkB inh	697 NFkB inh	Mdm2 MdmX PPI	APJ antag	UPR CHOP act
COCC(C)NC(=O)COc1nncc2ccccc12 (stereo not given)	-5	5	-2	1	8	-19	0	0.3
Cn1c(CCNC(=O)c2ccco2)nc2ccccc21	6	7	-1	6	7	6	23	4.1
CC1CCCC(NC(=O)COC(=O)/C=C/c2ccc([N+](=O)[O-])cc2)C1C (stereo not given)	-2	25	0	-5	-18	-10	-4	-1.3
Cc1ccc2c(c1)N(CC(=O)NCCCN1CCCCC1)C(=O)c1cccnc1O2	-5	4	6	-8	-19	-5	-48	7.2
COc1ccc(NS(=O)(=O)c2cccc(C(=O)NNC(=O)c3ccc(O)c(Cl)c3)c2)cc1	-2	3	-1	0	4	10	-16	-2.2

Next compounds:
SMILES	APJ ag	tim23-1 inh	UPR XBP1 act	Jurkat NFkB inh	697 NFkB inh	Mdm2 MdmX PPI	APJ antag	UPR CHOP act
O=S(=O)(Nc1ncn[nH]1)c1ccc(Cl)cc1	0	3	-1	-10	-4	-19	-6	0.2
C=CCn1c(=O)c2ccc(C(=O)NCc3ccccc3)cc2n(Cc2cccc(Cl)c2)c1=O	-4	-7	-4	2	9	39	-3	0.5
CCCN[C@H]1CCc2nc(N)sc2C1	2	-6	-2	-15	-15	-5	-2	-0.1
COc1ccc(CN(C)CC2CCCN(CCc3ccc(F)cc3)C2)c(OC)c1OC (stereo not given)	-2	-20	-2	-2	-1	27	20	0.6
COc1ccc(C(=O)CNc2ccccc2CO)cc1	-8	1	2	-10	-9	1	40*	2.4
CCc1nc(N2CCC3(CC2)OCCO3)c2nnn(Cc3ccccc3Cl)c2n1	-3	18	-3	1	-9	15	2	-4.7
COc1ccccc1NC(=O)C(C)OC(=O)Cc1n[nH]c(=O)c2ccccc12 (stereo not given)	-8	9	0	-3	10	4	15	1.6
COc1cccc2cc(C(=O)Oc3ccc(NC(C)=O)cc3)c(=O)oc12	0	18	0	6	3	12	-11	0.7
Cc1nnc(SCC(=O)Nc2ccccc2F)n(N)c1=O	-3	-6	-5	-14	-2	-2	-2	3.4
COc1cccc(C=O)c1OCCN1C(=O)c2ccccc2C1=O	-1	49	-3	17	-37	2	5	1.5
O=C(/C=C/c1ccc(OC(F)F)cc1)OCC(=O)N1CCN(C(=O)c2ccco2)CC1	0	1	-4	6	14	5	19	-2.9
Cc1ccc(C(=O)NNC(=O)CCN2C(=O)C3CCCCC3C2=O)cc1 (stereo not given)	-3	-6	0	9	5	4	7	1.7
CC(=O)Oc1c(C)cc(Cl)cc1C(=O)Nc1ccc([N+](=O)[O-])cc1Cl	-5	12	14	-28	-127	99*	19	34
COc1ccc(C(=O)CSc2nnc(Cc3ccccc3)o2)cc1	-3	24	-2	-20	-11	-14	15	-2.0
COCCN(C(=O)CSc1nnc(Nc2ccc(C)cc2)s1)c1c(N)n(CC(C)C)c(=O)[nH]c1=O	1	21	1	-5	-8	20	5	-1.6
COc1ccc(-c2[nH]ncc2CN(C)Cc2c(C)n[nH]c2C)c(OC)c1	0	-2	-1	5	-12	15	-21	-2.0
CC(C)(C)c1ccc(C(CC(=O)O)NC(=O)CCCc2ccccc2)cc1 (stereo not given)	-1	13	-2	22	1	5	10	0.6
N#Cc1c(NC(=O)CN2CCN(S(=O)(=O)c3ccc4c(c3)OCCO4)CC2)sc2c1CCC2	-1	5	0	1	11	14	10	-1.7
Cc1ccc(C(=O)C(SC(C)(C)C)n2cncn2)cc1 (stereo not given)	0	-302	-1	20	2	25	20	1.0
Cc1ccccc1C(=O)NCC(C)NC(=O)c1ccccc1C (stereo not given)	-3	12	-3	-11	-9	0	4	0.7
COC(=O)CCC/C=C1\SC[C@@H](NC(=O)c2ccccc2)C1NC(C)=O (stereo not given in full)	3	0	-1	-7	-7	9	1	0.6
CCCCC(=O)OCC(=O)Nc1ccc(SC(F)F)cc1	-1	22	-2	5	20	-11	-13	1.8
Cn1c(Cc2ccccc2)nnc1SCC(=O)Nc1ccccc1	-2	3	-3	2	-2	7	13	0.4
COC(=O)c1ccc(CSc2nc3ccccc3c(=O)n2Cc2ccco2)o1	3	31	-5	2	-19	26	12	-0.3
COc1cc(Br)cc2cc(C(=O)N3CCN(c4ccccn4)CC3)c(=O)oc12	0	25	-1	0	15	7	5	-3.8
O=C(c1cccc(C(F)(F)F)c1)C1CCCN(C(=O)CCCn2cncn2)C1 (stereo not given)	-5	5	4	-24	1	4	6	-1.0
O=C(c1oc(=O)c2ccccc2c1-c1ccccc1)N1CCN(C2CCCCC2)CC1	-3	12	-1	11	7	-25	16	2.8
O=C(O)c1ccc(-n2cccc2)cc1O	-4	13	0	-11	-1	-10	-9	-0.6
COC(=O)c1sc(NC(=O)/C=C/c2ccc(C)cc2)nc1C	-2	-11	-2	6	18	16	-9	1.1
CC(NC(=O)CCN1N=C(c2ccccc2)CCC1=O)c1ccc2c(c1)OCCO2 (stereo not given)	-3	9	1	9	8	-24	-3	0.1
COc1ccccc1CC(=O)N1CCCc2cc(C)ccc21	0	23	-3	-7	-4	9	7	1.3
COc1cccc(C2C(C(=O)/C=C/c3ccco3)=C(O)C(=O)N2CCN2CCOCC2)c1 (stereo not given)	2	0	-1	14	16	3	-18	-0.5
CC(C)Sc1nc2ccccc2n2cnnc12	-2	36	0	14	-10	15	-5	-0.1
CC(C)(C)c1ccc(C(=O)N/C(=C/c2cccs2)C(=O)NCc2ccco2)cc1	-3	21	1	15	1	9	-7	2.0
Cc1ccccc1CSc1nnc(Cn2c(=O)sc3ccccc32)n1C	-1	19	2	-12	6	10	9	-3.1
Cc1ccc(OCC(=O)Nc2cc(S(=O)(=O)N3CCOCC3)ccc2Cl)c([N+](=O)[O-])n1	1	-8	-2	4	11	12	10	2.4
COc1cc2c(cc1OC)C(c1ccccc1)N(C(=O)CSCC(=O)O)CC2 (stereo not given)	0	9	0	1	-5	6	6	-0.5
COc1ccc(NC(=O)COC(=O)/C=C/c2ccccc2[N+](=O)[O-])cc1OC	-1	13	-3	-3	6	4	-8	0.4
CCOC(=O)c1c(S(=O)(=O)N(C)C2CCCCC2)c(C)n(C)c1C	-1	21	-6	3	5	8	1	0.0
CC1CCCC(NC(=O)C2CCN(S(=O)(=O)N3CCC4(CC3)OCCO4)CC2)C1C (stereo not given)	1	9	-5	11	0	6	9	-1.0
O=C(CSc1nnc2ccccn12)Nc1ccccc1C(=O)NC1CC1	-3	4	-5	-7	-1	13	5	-1.9
O=C(CNS(=O)(=O)c1ccc(F)cc1)N1CCN(c2ccc(F)cc2)CC1	2	8	0	-5	-1	23	8	-1.4
COc1ccc(-c2cc(C(=O)N(C)Cc3ccccc3F)c3ccccc3n2)cc1OC	1	38	-6	10	26	70*	-9	1.3
Cc1ccc(-c2onc3ccc(C4OCCO4)cc23)cc1	2	29	-5	-55	-62	-9	-9	2.8
CSc1nnc([C@H](C)NC(=O)OC(C)(C)C)o1	-3	7	0	6	20	11	-6	-0.5
COc1ccc(C2CC(c3ccccc3)n3nnnc3N2)cc1 (stereo not given)	2	30	0	3	9	-30	7	0.8
COc1cc(NC(=O)c2cccs2)c(C(=O)OCC(=O)NCc2ccco2)cc1OC	-3	-11	5	6	25	1	-1	1.7
O=C(Cn1c2c(c(=O)n3ncnc13)CCC2)N/N=C/c1ccc(Cl)cc1	2	8	2	3	14	-19	13	0.0
N#CCCN(C(=O)COC(=O)c1cc(=O)[nH]c2ccccc12)c1ccccc1	1	9	-1	1	6	25	12	0.5
CCc1sc(-c2c(C#N)c(N)nc3c2CCCCCC3)cc1[N+](=O)[O-]	-3	1	1	-5	9	12	-10	1.4

Next part
SMILES	APJ ag	tim23-1 inh	UPR XBP1 act	Jurkat NFkB inh	697 NFkB inh	Mdm2 MdmX PPI	APJ antag	UPR CHOP act
COCCN=C1NN=C(c2ccc(NC(C)=O)cc2)CS1	-3	8	-1	3	29	3	14	0.1
CN(C)/C=C(\C#N)C(=O)N/N=C/c1ccc(F)cc1	-3	3	0	-4	-9	22	24	2.0
CCC(=O)NC(=S)Nc1ccc(NC(=O)COc2ccc([N+](=O)[O-])cc2)cc1	-2	26	1	7	-10	-3	8	-1.4
NC(=O)c1ccccc1NS(=O)(=O)Cc1ccccc1	3	11	0	1	16	13	12	0.0
O=C(NC1CC1)C1=C[C@H](c2coc3ccccc3c2=O)C[C@H](OCCCCO)O1	10	2	-1	-10	-9	-1	-6	0.3
N#Cc1ccc(COC(=O)CCc2c[nH]c3ccccc23)cc1	-4	39	-4	5	13	24	-21	0.3
CN(Cc1nc2ccccc2c(=O)[nH]1)C(=O)c1ccc(S(=O)(=O)N2CCCC2)cc1	-3	7	-1	4	-11	-30	-2	-1.5
CCOC(=O)c1c(C)[nH]c(C)c1C(=O)CSc1nnc(N)s1	-1	10	-5	-10	16	4	4	-1.1
Cn1c(=O)c(C(=O)N2CCc3ccccc32)cc2cccnc21	-3	2	0	-4	18	3	-11	-0.4
CCOc1ccc(NCc2cc3c(C(C)(C)C)nn(-c4ccccc4)c3[nH]c2=O)cc1	-4	58*	10	-2	-15	96*	18	4.1
COc1ccc(-c2nc(C=O)cs2)cc1	0	18	0	-32	-6	12	-11	-0.2
CCS(=O)(=O)N1CCC(NC(=O)c2cc(OC)cc(OC)c2)CC1	-7	14	-1	0	3	9	3	1.4

Reformatted with two lines to a compound: part of the list above.
Each structure is followed by: APJ ag | tim23-1 inh | UPR XBP1 act | Jurkat NFkB inh | 697 NFkB inh | Mdm2 MdmX PPI | APJ antag | UPR CHOP act
NC(=O)c1ccccc1NS(=O)(=O)Cc1ccccc1
→ 3 | 11 | 0 | 1 | 16 | 13 | 12 | 0.0
N#Cc1ccc(COC(=O)CCc2c[nH]c3ccccc23)cc1
→ -4 | 39 | -4 | 5 | 13 | 24 | -21 | 0.3

Compound activity from PubChem BioAssay.
